Source: PubChem
KCNQ2 inh = KCNQ2 channel blockers in CHO-K1 cells – cell-based, FluxOR thallium flux, B-score, primary screen (AID 2156); O88943; 20 min; hits give low values; B-score at 10 µM; 310,000 compounds, 1.1% hits;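 active = fluorescence ratio B-score at most minus 3 library SDs, with starting brightness B-score within 2 library SDs, cut at about -5.5 in these data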
Kir21 inh = blocks the mouse Kir2.1 inward-rectifier potassium channel; P35561; HEK293-Kir2.1, FluxOR thallium flux fluorescence; hits give low values; B-score at 10 µM; 310,000 compounds, 0.85% hits;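 active = fluorescence ratio B-score at or below minus 3 SD of library scores, with starting-brightness B-score within 2 SD, cut at about -4.2 in these data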;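 note: channel flux triggered by added potassium and thallium sulfate stimulus; B-score of peak minus minimum fluorescence over baseline after thallium stimulus; more negative B-score means stronger Kir2.1 block with less thallium influx; some compounds called inactive have numbers as strong as hits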
Target sequence (P35561 whole entry, looked up): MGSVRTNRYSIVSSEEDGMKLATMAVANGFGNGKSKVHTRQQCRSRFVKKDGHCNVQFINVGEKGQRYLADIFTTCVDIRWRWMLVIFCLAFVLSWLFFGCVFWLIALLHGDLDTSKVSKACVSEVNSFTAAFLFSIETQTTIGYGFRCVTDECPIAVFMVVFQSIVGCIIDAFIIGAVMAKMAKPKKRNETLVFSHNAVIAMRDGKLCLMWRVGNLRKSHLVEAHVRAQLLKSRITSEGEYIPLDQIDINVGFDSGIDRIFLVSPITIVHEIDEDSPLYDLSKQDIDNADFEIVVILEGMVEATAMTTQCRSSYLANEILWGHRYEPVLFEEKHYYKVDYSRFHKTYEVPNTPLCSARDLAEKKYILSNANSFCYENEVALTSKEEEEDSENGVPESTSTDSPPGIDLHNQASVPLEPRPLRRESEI
STK33 kinase inh = blocks human STK33 kinase activity | 320,000 compounds, 0.073% hits | Q9BYT3 | purified STK33, MBP phosphorylation, ADP-Glo luminescence | inhibition, % at 10 µM;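 active = inhibition at or above 25%, using the most active replicate where run in duplicate; inactive = inhibition below 25%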
Target sequence (Q9BYT3 whole entry, looked up): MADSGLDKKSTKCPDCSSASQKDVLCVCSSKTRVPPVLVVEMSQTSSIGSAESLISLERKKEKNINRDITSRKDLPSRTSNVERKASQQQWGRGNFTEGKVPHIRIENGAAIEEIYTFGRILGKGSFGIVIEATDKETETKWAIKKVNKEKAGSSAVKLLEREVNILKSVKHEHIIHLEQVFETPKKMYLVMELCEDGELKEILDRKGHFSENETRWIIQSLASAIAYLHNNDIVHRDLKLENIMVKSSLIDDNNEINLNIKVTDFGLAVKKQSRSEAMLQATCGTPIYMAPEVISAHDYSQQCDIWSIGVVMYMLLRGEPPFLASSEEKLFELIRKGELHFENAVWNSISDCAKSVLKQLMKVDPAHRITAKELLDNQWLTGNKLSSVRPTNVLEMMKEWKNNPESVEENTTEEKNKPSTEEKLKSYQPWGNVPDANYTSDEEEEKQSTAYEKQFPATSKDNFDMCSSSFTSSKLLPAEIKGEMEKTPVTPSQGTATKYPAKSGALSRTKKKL
Active calls of the source: *; i = inactive; . = not tested or not shown.

The first two records, ahead of the listing:
SMILES	KCNQ2 inh	Kir21 inh	STK33 kinase inh
COc1cnc(-c2ccccn2)nc1Oc1cccc(Cl)c1	i	0.22	-2.2
O=C(CSc1ccsc1[N+](=O)[O-])NC1CCCC1	i	0.17	-1.2

The listing, previewed entries included:
SMILES	KCNQ2 inh	Kir21 inh	STK33 kinase inh
COc1cnc(-c2ccccn2)nc1Oc1cccc(Cl)c1	i	0.22	-2.2
O=C(CSc1ccsc1[N+](=O)[O-])NC1CCCC1	i	0.17	-1.2
Cc1ccc(NC(=O)C(C)c2ccc([N+](=O)[O-])cc2)cc1Cl (stereo not given)	i	-1.74	-1.6
COCc1cc(=O)oc2cc(NC(=O)c3ccc(C(C)(C)C)cc3)ccc12	i	-0.94	7.8
COc1cc(/C=C(\C#N)C(=O)Nc2ccc(C(=O)O)cc2)ccc1OC(=O)c1cccc(F)c1	i	-3.74	-0.5
O=c1/c(=C\c2cccc(O)c2)sc2nc(-c3ccccc3)c(-c3ccccc3)n12	i	-0.97	-0.2
COc1ccccc1/C=C/C(=O)OC(C)CN1CCOCC1 (stereo not given)	i	0.75	-1.9
CC(C)CCNC(=O)Cn1cc2c(n1)CCCCC2	i	-0.42	0.2
Cc1nc2ccc([N+](=O)[O-])cc2c(=O)n1Cc1cccc(F)c1	i	-0.58	-1.6
NNC(=O)c1ccc(O)cc1O	i	0.68	7.0
O=C(O)c1cc(-c2ccc(/C=N/Nc3ccc(Cl)cc3)o2)ccc1Cl	i	0.14	2.3
COC(=O)c1ccn(CC(=O)NC2CCCCC2)n1	i	0.93	6.4
Cc1cn(C2CC3OCC3O2)c(=O)[nH]c1=O (stereo not given)	i	0.28	-1.8
CCc1nc2c(sc3nc4c(cc32)COC(C)(C)C4)c(=O)n1CCN(CC)CC	i	0.1	1.1
CCn1c(CNC(=O)COc2ccc(C(C)C)cc2)nnc1SCC(=O)NC1CCCCC1C (stereo not given)	i	-1.02	-0.3
COc1ccc(C2/C=C\CN(C(=O)CC(C)C)CC(=O)N2Cc2ccc(F)cc2)cc1 (stereo not given)	i	-0.73	.
O=C(c1cc(S(=O)(=O)Nc2ccccc2F)c(Cl)cc1Cl)N1CCN(CCO)CC1	i	-1.28	-0.3
N#CCc1ccc(NS(=O)(=O)c2cccs2)cc1	i	-0.39	-0.4
COc1cc(C(=O)OCCCN(C)C)cc(OC)c1OC	i	-0.15	-1.0
Cc1csc(NS(=O)(=O)c2ccc(Cl)cc2)n1	i	-0.72	-1.8
CCOc1ccc(CN(C)C(=O)CNC(=O)c2ccccc2)cc1	i	-0.02	0.6
Oc1ccc(N=Cc2cc(Br)c(N3CCOCC3)o2)cc1	i	-0.59	0.5
Cc1cc(CN(C)C(=O)c2cc(COc3ccc4ncccc4c3)on2)on1	i	-2.29	0.5
Cc1cc(NC(=O)c2ccc([N+](=O)[O-])cc2)no1	i	0.86	-2.6
COc1ccc(C(=O)OCn2nnc3ccccc3c2=O)cc1OC	i	2.69	0.1
SMILES	KCNQ2 inh	Kir21 inh	STK33 kinase inh
O=C(CCCc1nc2ccccc2s1)NCc1cccnc1	i	0.13	-0.4
COC(=O)C1CCN(c2cc(=O)n(-c3ccc(OC)cc3)c(=O)[nH]2)CC1	i	0.88	-0.2
O=c1[nH]c2sc3c(c2c2nncn12)CCCC3	i	0.02	1.5
CC1CC(C)CN(CCCNC(=O)c2ccc3c(c2)NC(=O)C(N2CCCCC2)S3)C1 (stereo not given)	i	-3.06	0.0
COCc1cc(C)nc2sc3c(=O)oc(C)nc3c12	i	-1.49	-1.2
COC(=O)CN(Cc1ccco1)S(=O)(=O)c1ccccc1	i	-1.92	0.1
O=S(=O)(c1cc(Cl)ccc1Cl)n1cccn1	i	-0.08	-0.3
CCOc1ccc(C2c3c(oc4ccccc4c3=O)C(=O)N2CCCN2CCOCC2)cc1OCC (stereo not given)	i	1.58	-0.8
CC(=O)Nc1ccc(NC(=O)CCCc2c[nH]c3ccccc23)cc1	i	-0.85	0.2
CCOC(=O)C1(CCOc2ccccc2)CCN(Cc2cccc(OC)c2OC)CC1	i	0.11	-1.1
Brc1ccc(-c2csc(NNC3=NCCCCC3)n2)cc1	i	0	-1.3
O=C(CCC1CCCN(C(=O)c2ccccc2Cl)C1)N1CCN(c2ccccn2)CC1 (stereo not given)	i	-0.01	-0.5
COC(=O)C1CCN(C(=O)C2CCC(=O)N(CCc3cccc(F)c3)C2)CC1 (stereo not given)	i	2.01	0.2
C=CCNC(=O)C1CC(=O)N(c2ccc(OCc3ccccc3Cl)cc2)C1 (stereo not given)	i	-0.4	0.0
Cc1ccccc1NC(=S)N(CCCN1CCOCC1)Cc1ccccn1	i	0.16	-0.8
CC1=C(C(=O)OCc2ccccc2)C(c2ccc3ccccc3c2)NC(=O)N1CCCC(=O)O (stereo not given)	i	0.86	1.5
COc1ccc(CNS(=O)(=O)c2ccccc2Br)cc1	i	-0.29	-0.5
O=C(CSc1ccc2nnc(CCNC(=O)c3ccccc3)n2n1)NCc1ccccc1	i	-0.62	-1.8
C=CCN1C(=O)c2ccc(C(=O)Nc3ccccn3)cc2C1=O	i	1.05	1.1
COc1ccc(S(=O)(=O)NC(C)C(=O)O)cc1 (stereo not given)	i	-1.15	0.0
CCOCCCNC(=O)C1CCN(S(=O)(=O)c2cc(Br)cc3c2N(C(=O)CC)CC3)CC1	i	-0.11	0.9
CC/C(C)=N/NC(=O)c1[nH]c2ccc(C)cc2c1-c1ccccc1	i	-0.87	-0.8
COc1cc(C(=O)NCc2nnc(SCC(=O)N3CCc4ccccc43)o2)cc(OC)c1OC	i	-0.22	-1.4
CCCOc1ccc2c(CC)cc(=O)oc2c1C	i	-0.06	-1.1
Cc1csc(NC(=O)c2sccc2C)n1	i	1.08	4.3

In another format: entries from further up
molecule,KCNQ2 inh,Kir21 inh,STK33 kinase inh
O=C(CCCc1nc2ccccc2s1)NCc1cccnc1,i,0.13,-0.4
COc1ccc(S(=O)(=O)NC(C)C(=O)O)cc1 (stereo not given),i,-1.15,0.0
CCOc1ccc(C2c3c(oc4ccccc4c3=O)C(=O)N2CCCN2CCOCC2)cc1OCC (stereo not given),i,1.58,-0.8
CC/C(C)=N/NC(=O)c1[nH]c2ccc(C)cc2c1-c1ccccc1,i,-0.87,-0.8
COC(=O)C1CCN(c2cc(=O)n(-c3ccc(OC)cc3)c(=O)[nH]2)CC1,i,0.88,-0.2

Remaining list, next part
SMILES	KCNQ2 inh	Kir21 inh	STK33 kinase inh
c1ccc2c(c1)CCc1c-2nc2ccccc2c1N1CCOCC1	i	-0.95	-1.6
COC(=O)N/N=C/c1ccc(/C=N/NC(=O)OC)cc1	i	-0.49	-1.1
O=C(NCCCN=C1NS(=O)(=O)c2ccccc21)c1ccc(S(=O)(=O)N2CCCCC2)cc1	i	0.4	-1.2
COc1ccc(-c2nc3oc4cc(OC)ccc4c(=O)c3c(=O)n2Cc2ccco2)cc1	i	-0.6	0.1
O=C(Nc1nc2ccccc2s1)C1CC(=O)N(c2ccc(Cl)cc2)C1 (stereo not given)	i	-1.56	-1.8
COc1ccc(CNC(=O)CN(C(=O)c2csnn2)c2cccc3ccccc23)cc1	i	-1.24	-1.0
CCCc1nnc(NC(=O)c2cccc(OC)c2)s1	i	-0.19	0.3
CCNc1nc(NC(C)C)nc(N(C#N)CCOc2ccc(Cl)cc2Cl)n1	i	-1.3	-0.7
COc1ccc(CN(CC(=O)NCc2ccccc2)C(=O)CCC(=O)Nc2ccccn2)cc1	i	1.81	-0.6
COc1cc(OC)c(OC)cc1CNCc1ccco1	i	-0.1	-1.2
Cc1ccc(-n2ncc3c(=O)n(CC(N)=O)cnc32)cc1	i	-0.07	-1.8
CCc1ccc(CNC(=O)C2CCN(S(=O)(=O)N3CCC4(CC3)OCCO4)CC2)cc1	i	-0.22	-0.6
C/C(=N\OCC(=O)Nc1ccccc1C(=O)O)c1cccs1	i	0.01	-0.8
CCOC(=O)N1CCC(N2CC34C=CC(O3)C(C(=O)Nc3ccc(OCC)cc3)C4C2=O)CC1 (stereo not given)	i	0.18	-0.2
N=c1sccn1CC(=O)Nc1ccc2c(c1)CCC2	i	0.58	-0.7
CCCCOC(=O)c1cc(=O)[nH]c2ccc(C)cc12	i	1.75	0.9
CCOc1ccc(CC(=O)NNC(=S)Nc2ccc(OC)c(OC)c2)cc1	i	-0.77	.
O=C(O)CCCn1cc(NC(=O)COc2ccc(F)cc2)cn1	i	-1.02	1.1
O=C(c1ccccc1)c1ccccc1N/C=C/c1nnnn1-c1ccccc1	i	0.16	-1.7
O=C1C(Nc2ccccc2)=C2CCCC=C2N1c1ccccc1	i	-1.45	-0.4
COCCOC(=O)c1[nH]c2c(c1C)C(=O)CC(c1ccc(OC)c(OC)c1)C2 (stereo not given)	i	0.1	-0.3
CC(=O)n1cc(C2C(=O)CC(C)(C)CC2=O)c2ccccc21	i	0.76	0.3
O=C1CCC(C(=O)OCc2cc(=O)oc3ccc4ccccc4c23)=NN1	i	-2.29	-0.6
C/C(=N\NC(=O)Cn1cc([N+](=O)[O-])cn1)c1ccc(O)cc1	i	0.1	2.4
COc1ccc(-n2nc(C(=O)NCC(=O)Nc3cc(OC)c(OC)c(OC)c3)c3ccccc3c2=O)cc1Cl	i	-0.5	-1.2
SMILES	KCNQ2 inh	Kir21 inh	STK33 kinase inh
CCOC(=O)C(NC(C)=O)(N1CCOCC1)C(F)(F)F (stereo not given)	i	-0.38	1.0
COc1ccc(CCNC(=O)CC(=O)N/N=C/c2ccc(Br)cc2)cc1OC	i	-0.51	0.3
CCOC(=O)c1sc2nc3n(c(=O)c2c1C)CCC(C)CC3 (stereo not given)	i	-0.95	0.6
CCc1ccc(/C=C2/C(=O)NC(=O)N2C(C)=O)cc1	i	-0.59	-0.7
O=S(=O)(c1cccc(-c2nn3c(-c4ccncc4)nnc3s2)c1)N1CCOCC1	i	1.99	.
CCOC(=O)c1ccc(NS(=O)(=O)c2ccc(SC)cc2)cc1	i	0.1	-2.3
O=C(NCc1ccccc1F)C(=O)NCC1CCCN1S(=O)(=O)c1ccccc1 (stereo not given)	i	-1.6	-1.4
COc1ccc(-c2ccc(-c3nnn(CC(C)=O)n3)cc2)cc1	i	0.06	-0.4
COc1ccc(NC2c3ccccc3C(=O)N2c2cccnc2)cc1Cl (stereo not given)	i	-1.66	-1.1
Cc1ccc(NC(=O)CN2CCC(C(N)=O)CC2)cc1[N+](=O)[O-]	i	-0.81	-0.9
O=C(NCc1ccc2c(c1)OCO2)c1nn2cccnc2c1Cl	i	-0.85	-0.2
COc1ccc(/C=N/OCC(=O)N2CC3(C)CC2CC(C)(C)C3)cc1 (stereo not given)	i	-0.62	-0.5
COc1cccc(-n2c(C)nnc2SCC#N)c1	i	-0.83	1.1
CCOc1ccc(-c2nnc(N3CCOCC3)c3ccccc23)cc1	i	-2.61	-2.6
CSc1cccc(NC(=O)CC(C)n2ccnc2)c1 (stereo not given)	i	0.17	-0.9
CC(=O)Nc1ccc(S(=O)(=O)NCC2CCC(C(=O)NCCC3=CCCCC3)CC2)cc1 (stereo not given)	i	-0.46	-0.7
N#Cc1nc(-c2ccc([N+](=O)[O-])cc2)oc1N1CCCCC1	i	-0.77	-1.2
CS(=O)(=O)N(Cc1ccccc1)c1ccc(C(=O)Nc2ccc3c(c2)OCO3)cc1	i	0.42	-1.4
COCCCNC(=O)c1ccc2c(c1)CCN2S(C)(=O)=O	i	-0.62	-1.3
Cn1c(=O)c2c(nc(Oc3ccccc3Br)n2C)n(C)c1=O	i	-0.03	0.4
O=C1CCC(=O)N1CCSC(=S)N1CCOCC1	i	-1.91	-0.7
COCc1cc(=O)[nH]c2c1c(-c1ccccc1)nn2C	i	-0.23	0.5
COc1ccccc1C(=O)NCC(=O)N/N=C/c1cc(Br)ccc1OCc1ccccc1	i	0.22	0.5
COc1cc2c(cc1OC)C(c1ccc(-c3cc(Cl)ccc3Cl)o1)=NCC2	i	-0.31	-1.4
O=C(COc1ccccc1)N1CCN(c2nnc(-c3ccccc3)c3ccccc23)CC1	i	0.23	0.2

Some of these compounds in order of their number in STK33 kinase inh, low to high.
SMILES	KCNQ2 inh	Kir21 inh	STK33 kinase inh
N#Cc1nc(-c2ccc([N+](=O)[O-])cc2)oc1N1CCCCC1	i	-0.77	-1.2
Cc1ccc(NC(=O)CN2CCC(C(N)=O)CC2)cc1[N+](=O)[O-]	i	-0.81	-0.9
Cn1c(=O)c2c(nc(Oc3ccccc3Br)n2C)n(C)c1=O	i	-0.03	0.4

The listing continues.
SMILES	KCNQ2 inh	Kir21 inh	STK33 kinase inh
Cc1ccc(S(=O)(=O)CC(C)N2CCOCC2)c(S(=O)(=O)CC(C)N2CCOCC2)c1 (stereo not given)	i	1.49	-2.0
O=C(c1ccccc1)N1N=C(c2ccccc2)CC1c1ccccc1[N+](=O)[O-] (stereo not given)	i	-2.28	-3.5
CN(C)C(=O)/C(=C\c1ccncc1)NC(=O)c1ccccc1	i	-0.02	-1.1
O=C(CNC(=O)c1cccs1)c1ccc(Cl)cc1	i	1.67	0.3
O=C(NC1CCCCC1)C(c1cccnc1)N(C(=O)c1csnn1)C1CCCC1 (stereo not given)	i	2.44	-3.3
CC(C)(Oc1ccc(Cl)cc1)C(=O)O	i	1.36	0.7
COCC(C)NC(=O)c1ccc(N(C)C)cc1 (stereo not given)	i	0.13	-0.2
CCN(CC)C(=O)c1sc(NC(=O)c2ccc(Br)o2)c(C(=O)OC)c1C	i	-0.27	1.6
CSc1ccc(C(=O)C2CCCN(C(=O)c3nonc3C)C2)cc1 (stereo not given)	i	-0.23	14.6
c1cnc(N2CCN(Cc3c[nH]c4ccccc34)CC2)nc1	i	-1.38	-1.6
